Assay outcomes (PubChem BioAssay)
MOR-DOR ag = agonists of human mu-delta opioid receptor heterodimerization. activation, % at 9.3 µM. cells, OPRM1-OPRD1 heterodimerization, luminescence. 340,000 compounds, 0.3% hits. P35372+P41143; in the data active means activation above about 18%;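 further: 0% = vehicle-treated cells and 100% = reference agonist; values of inactives mirror those of a sister screen read the other way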
Target sequence (P35372 whole entry, looked up): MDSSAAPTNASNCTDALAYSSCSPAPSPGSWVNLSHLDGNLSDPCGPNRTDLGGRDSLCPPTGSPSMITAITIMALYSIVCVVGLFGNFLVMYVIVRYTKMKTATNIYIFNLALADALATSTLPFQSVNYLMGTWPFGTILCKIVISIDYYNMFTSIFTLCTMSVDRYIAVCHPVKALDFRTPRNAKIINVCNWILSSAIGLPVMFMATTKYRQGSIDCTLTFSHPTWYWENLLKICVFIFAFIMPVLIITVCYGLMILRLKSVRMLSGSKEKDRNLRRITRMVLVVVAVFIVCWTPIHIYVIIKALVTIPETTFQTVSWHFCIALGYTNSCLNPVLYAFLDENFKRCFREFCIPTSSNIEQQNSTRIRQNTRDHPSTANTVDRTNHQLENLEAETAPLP
Target sequence (P41143 whole entry, looked up): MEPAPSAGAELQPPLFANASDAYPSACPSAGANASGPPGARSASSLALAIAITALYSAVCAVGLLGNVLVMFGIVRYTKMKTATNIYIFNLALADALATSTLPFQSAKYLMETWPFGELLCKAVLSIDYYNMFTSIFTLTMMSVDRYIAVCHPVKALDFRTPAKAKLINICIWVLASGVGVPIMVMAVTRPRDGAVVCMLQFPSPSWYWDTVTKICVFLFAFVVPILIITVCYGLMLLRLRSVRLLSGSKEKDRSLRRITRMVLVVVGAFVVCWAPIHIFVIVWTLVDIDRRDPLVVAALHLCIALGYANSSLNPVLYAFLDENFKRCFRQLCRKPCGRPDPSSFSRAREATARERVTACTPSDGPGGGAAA
OPRM1-OPRD1 inv = mu-delta opioid heterodimer inverse agonism; 340,000 compounds, 0.21% hits; AID 504357; inhibition, % at 9.3 µM; cell-based MOR-DOR heterodimer luminescence; P35372+P41143; in the data active means inhibition above about 22%, passing the limit was not always enough;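 further: 0% = cells with DMSO and 100% = wells without cells with DMSO; values of inactives mirror those of a sister screen read the other way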
Wnt bcat act = activates Wnt/beta-catenin signaling in a reporter cell assay | activation, % at 9.35 µM | AID 743398 | 300,000 compounds, 1.2% hits | activator, plate reader; in the data active means activation above about 30%, passing the limit was not always enough;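 further: 0% = neutral control wells and 100% = positive control wells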
Arrestin-AP2 inh = inhibitors of human beta-arrestin and AP2 interaction; FITC-arrestin peptide / GST-AP2 beads, flow cytometry; AP2 beta2 appendage carries R879A mutation; inhibition, % at 10 µM; 340,000 compounds, 0.31% hits; AID 504490;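 active means inhibition above a set limit, near 3 SD of compounds lacking own fluorescence, cut at about 54% in these data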;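 further: plate controls were DMSO wells for no effect and 5 µM unlabelled arrestin peptide for full effect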
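test system = AP2 appendage R879A on GSH beads | buffer or medium = PBS plus Tween 20 (0.05%) and BSA (0.1%) | incubation = 12 min plus 1 h, RT | detection = bead flow cytometry, FITC channel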
Keap1-Nrf2 PPI = inhibitors of human Keap1-Nrf2 protein-protein interaction | Keap1 Kelch-Nrf2 peptide fluorescence polarization, 1536-well | inhibition, % at 9.4 µM | 340,000 compounds, 0.15% hits | Q14145; in the data active means inhibition above about 12%;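 further: human Keap1 Kelch domain with fluorescein labeled Nrf2 9mer peptide probe; 0% = neutral control wells and 100% = peptide positive control; higher means more block of Keap1 binding to Nrf2 peptide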
Cardiac RTF inh = cardiac RTF calcium desensitization; P19429+P45379; IANBD-labeled cardiac RTF, Ca2+ fluorescence; inhibition, % at 7.15 µM; 340,000 compounds, 0.12% hits;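 active means inhibition above the mean inhibition of all tested compounds plus 3 SD, cut at about 17% in these data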;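 further: assay run at fixed EC70 calcium of 1.6 mM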
DSG3 Ab inh = blocks pemphigus antibody binding to human desmoglein-3. P32926. DSG3-coupled beads, scFv-anti-DSG3-GFP binding, flow cytometry; hits give low values. binding (percent of control), % at 10 µM. 310,000 compounds, 0.48% hits. AID 588358;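 active means binding more than 3 SD below its plate's average and above zero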;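 further: hits lower antibody fragment binding to DSG3; some compounds called inactive have numbers as strong as hits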
V-ATPase pHluor = regulators of yeast V-ATPase proton transport | response, % at 10 µM | S. cerevisiae, pHLuorin cytosolic pH fluorescence | 350,000 compounds, 0.37% hits; in the data active means response mostly above about 7.3%, no sharp cut-off; inactive means mostly below about 5.4%; further: actives read high; inactives centre near 0; some compounds called inactive have numbers as strong as hits; reference of the scale not given here
RTF Ca sens act = increases calcium sensitivity of human cardiac regulated thin filaments; IANBD-labeled TnC RTF fluorescence at EC20 calcium; 0% EC20 calcium, 100% full calcium; activation, % at 7.2 µM; P19429+P45379; 340,000 compounds, 0.24% hits; AID 493008;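 active means activation above the mean over all tested compounds plus 3 SD, cut at about 30% in these data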;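 further: rise in fluorescence read as greater calcium sensitivity of cardiac thin filaments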
LANA DNA inh = blocks KSHV LANA C-terminal domain binding to DNA; MBP-C-LANA/FAM-LBS DNA binding, fluorescence polarization; inhibition, % at 9 µM; 340,000 compounds, 0.078% hits;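 active means highest replicate inhibition at or above 60% at 9 µM, even if other replicates fall short; inactive means all replicates below 60% inhibition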;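 further: 0% = neutral control wells and 100% = 4 µM acridine orange control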
Starred values were filed as active, the others as inactive; x = not tested or not shown.

SMILES	MOR-DOR ag	OPRM1-OPRD1 inv	Wnt bcat act	Arrestin-AP2 inh	Keap1-Nrf2 PPI	Cardiac RTF inh	DSG3 Ab inh	V-ATPase pHluor	RTF Ca sens act	LANA DNA inh
COc1cccc(C2NC(c3cccc(OC)c3O)C(C)C(=O)C2C)c1O (centres undefined)	1.4	-7	-1	13	-3	-9	109	-4	5	0.0
Cc1cc2cc3c(cc2nc1SCC(=O)Nc1c(C)cccc1C)CCC3	-2.1	12	-1	10	0	-6	98	-3	4	2.2
CCCCn1c2c(c(=N)c3ccccc31)CCC2	-1.2	6	-3	-37	-1	-3	114	-2	5	-2.1
O=C(Cn1nc(C(=O)O)c2ccccc2c1=O)Nc1cccc(S(=O)(=O)N2CCCC2)c1	1.7	-11	-3	3	-2	-6	101	-3	2	3.9
O=C(Nc1nccs1)c1cc2c(s1)CCCCC2	2.3	-13	x	23	5	-11	103	-2	-4	0.9
Cc1nnc2sc(-c3ccc(N(C)C)cc3)nn2c1=O	-1.0	5	24	-1	6	3	97	3	-7	0.2
Cc1c(Cl)cccc1NC(=S)C(=C([O-])c1ccc(Cl)s1)[n+]1ccccc1	-2.1	10	-4	8	-3	-2	x	-2	3	0.4
CC(C)(C)c1ccc(S(=O)(=O)Nc2cccc(C3OCCCO3)c2)cc1	4.8	-25	-3	0	1	1	102	0	-2	0.5
COc1ccc(N(CC(=O)NC2CCCC2)C(=O)c2ccc(C)s2)c(OC)c1	-3.4	18	1	1	0	-4	112	1	0	-1.5
Cc1sc(-c2ccncc2)nc1OC(=O)c1ccc(Cl)cc1	8.7	-50	x	3	1	0	103	-1	3	0.3
COCCNC(=O)C(OC(=O)CC1Sc2ccccc2NC1=O)c1ccncc1 (centres undefined)	-4.6	21	-3	40	-3	2	121	1	0	-0.5
CCOc1ccc(C(=O)OCC(=O)NC2CCCCCCC2)cc1	3.3	-13	0	-3	-3	-11	110	0	3	1.5
Cc1cccc(C(=O)OC(C)CN2C(C)CCCC2C)c1 (centres undefined)	-2.8	12	0	34	0	-4	96	-1	-5	0.6
CCn1c2ccccc2c2cc(NC(=O)CCCN3C(=O)CCC3=O)ccc21	1.3	-6	x	-8	-1	-1	114	-3	-1	-1.5
CCOc1ccc2cc(C3CC(c4ccco4)=NN3S(C)(=O)=O)c(=O)[nH]c2c1 (centres undefined)	-2.6	14	5	-20	-5	-3	110	6	3	0.9
N#CCCN(Cc1cccnc1)C(=S)Nc1ccccc1Cl	-1.8	8	1	20	-1	13	95	-1	4	-0.2
COc1cc(C(=O)NCCC2=CCCCC2)ccc1OC1CCN(C(C)=O)CC1	-1.3	9	24	2	-5	-5	96	-1	2	-0.1
Cc1c(C(=O)NCCO)sc2nc3n(c(=O)c12)CCC3	2.5	-18	3	-8	-1	-11	106	1	-5	-0.2
Cn1c(=O)n(Cc2ccc(F)cc2)c(=O)c2c1nc1n2CCCN1Cc1ccccc1	-1.9	9	0	x	6	5	x	-4	-7	0.3
COC(=O)C(C)n1cnc2c(nnn2-c2cccc(OC)c2)c1=O (centres undefined)	2.0	-9	2	-1	2	-7	105	-3	2	-3.1
Cc1ccc(-c2noc(CN(C(=O)c3ccc4c(c3)OCO4)C(C)C)n2)cc1	2.9	-18	2	11	-3	9	x	-7	-3	1.2
CCC1CCCCN1CCCNC(=O)Cn1ncc2c(C)n(Cc3ccccc3Cl)c(C)c2c1=O (centres undefined)	3.6	-18	-1	-4	-7	3	116	-1	-3	-0.7
CCOC(=O)C1CCN(C(=O)c2ccc3c(SCC(=O)O)c4c(nc3c2)CCCC4)CC1	0.7	-3	-1	-1	-9	-16	96	4	6	-0.9
Cc1ccc(N=C2N=C(N)c3ccccc32)cc1C	-0.8	4	x	6	1	-4	97	-1	-3	-1.4
Cc1cn2c(-c3cccnc3)nnc2s1	-1.7	9	x	-3	4	0	94	-2	-3	0.7
COc1ccc(-c2noc(CCC(=O)N3CCN(c4cccc(C)c4)CC3)n2)cc1	-2.1	11	-2	41	-6	-3	99	-3	-1	1.9
S=C(Nc1ccc(Br)cc1Cl)N1CCCC1	-2.8	9	13	-9	5	-2	98	-6	-1	0.2
COC(=O)c1ccc(NC(=O)COC(=O)C2CC(=O)N(Cc3ccccc3)C2)cc1 (centres undefined)	-0.9	5	0	21	-6	2	100	-1	-4	-0.4
COc1ccc(C(=O)c2ccc([N+](=O)[O-])cc2Cl)cc1	x	x	-1	42	-2	x	x	4	x	2.0
COC(CN(C(=O)CCl)C(C(=O)NC1CCCCC1)c1ccc(C)cc1)OC (centres undefined)	-2.6	13	-5	4	1	-1	83	-1	-1	3.8
O=C(CCNS(=O)(=O)c1ccc(Cl)cc1)OCC(=O)N1CCN(C(=O)c2ccco2)CC1	-3.4	18	-1	6	x	-5	101	1	-5	x
CCOc1ccc2ccccc2c1C1NC(=S)N(C)C(C)=C1C(=O)OC (centres undefined)	-1.7	8	-2	-13	-1	-8	117	3	-3	-0.4
COC(=O)c1ccc(OC(=O)CCS(=O)(=O)c2ccc(C)cc2)cc1	-1.7	11	-2	-4	-9	-1	99	-2	-5	-0.9
CC1CCN(CCCCOc2cccc(C(C)C)c2)CC1	-3.5	16	3	3	-1	0	104	-4	0	0.8
CN(C)c1ccc(/C=N/NC(=O)c2ccc(NC(=O)c3ccccc3)cc2)cc1	19*	-93	-19	-6	-3	-5	103	-3	-1	0.8
COc1ccc2c(CC(=O)Nc3ncc(C)s3)coc2c1	-0.4	2	28	13	1	-3	95	1	-8	78*
COC(=O)C1SCCN1S(=O)(=O)c1ccc(Cl)cc1 (centres undefined)	-0.5	2	0	6	-3	-7	x	-1	-2	-0.5
CC(=O)Nc1ccc(NC(=O)CN(c2cccc(C(C)=O)c2)S(C)(=O)=O)cc1	-0.9	5	0	-5	1	-5	108	-2	1	0.8
O=c1n(Cc2ccc(Cl)cc2)c2sc3c(c2c2ncnn12)CCCC3	0.8	-4	-1	2	-7	-1	x	-7	1	4.9
Cn1cnc(C(=O)NC2CCN(C(=O)OC(C)(C)C)CC2)c1C(=O)NC1CCN(C(=O)OC(C)(C)C)CC1	-2.3	13	1	3	-7	-6	98	-10	-2	0.0
COC(=O)c1ccc2nc(C3CCCCC3)c3c(c2c1)CCC3	-1.5	7	-3	-7	6	-3	101	-3	-5	1.8
COC(=O)c1ccc(C(=O)N(C)C2CCCN(Cc3ccccc3F)C2)cc1 (centres undefined)	-2.0	10	3	-15	-2	-1	115	-3	7	1.7
O=C(CCn1c2c(c3ccccc31)CCCC2)NNC(=O)c1ccccc1C(=O)O	-0.1	0	x	13	0	0	95	-4	2	-2.2
COc1ccc(C=C(C#N)c2ccc(OC)cc2)cc1	-0.7	4	13	42	0	-5	113	-1	-2	0.9
NC(=O)C1CCN(Cc2nnnn2Cc2ccco2)CC1	-1.1	6	-5	4	-7	-6	99	10	10	-0.3
COc1ccc(NC(=S)N/C(=N/CS(=O)(=O)c2ccccc2)c2ccccc2)cc1	-1.6	9	37*	-2	-4	2	106	-1	-3	1.0
O=[N+]([O-])c1ccc(Cl)c(S(=O)(=O)Nc2cccc(S(=O)(=O)NC3=NCCC3)c2)c1	4.3	-21	1	4	-7	-2	110	0	4	3.1
COc1ccc(NC(=O)C2CCCNC2)cc1OCC(C)C (centres undefined)	-1.5	9	0	-1	1	0	96	0	-4	-2.3
O=C(Nc1ccsc1C(=O)O)c1ccccc1	-1.5	7	5	-3	-2	1	102	-4	-1	30
COc1cccc(Nc2cc(N3CCOCC3)c3nonc3c2[N+](=O)[O-])c1	-1.7	7	-2	14	6	-5	96	1	-2	-0.3

Looked up by compound from the entries so far (three):
SMILES	MOR-DOR ag	OPRM1-OPRD1 inv	Wnt bcat act	Arrestin-AP2 inh	Keap1-Nrf2 PPI	Cardiac RTF inh	DSG3 Ab inh	V-ATPase pHluor	RTF Ca sens act	LANA DNA inh
COC(=O)c1ccc(C(=O)N(C)C2CCCN(Cc3ccccc3F)C2)cc1 (centres undefined)	-2.0	10	3	-15	-2	-1	115	-3	7	1.7
COc1ccc(C=C(C#N)c2ccc(OC)cc2)cc1	-0.7	4	13	42	0	-5	113	-1	-2	0.9
COc1cccc(Nc2cc(N3CCOCC3)c3nonc3c2[N+](=O)[O-])c1	-1.7	7	-2	14	6	-5	96	1	-2	-0.3

Remaining list, next part
SMILES	MOR-DOR ag	OPRM1-OPRD1 inv	Wnt bcat act	Arrestin-AP2 inh	Keap1-Nrf2 PPI	Cardiac RTF inh	DSG3 Ab inh	V-ATPase pHluor	RTF Ca sens act	LANA DNA inh
CCOc1cc(C)c(S(=O)(=O)NCCCn2ccnc2)cc1C	-3.0	14	-2	12	2	-4	99	-1	3	-1.0
COc1ccc(NC(=O)CN(C)CC(=O)Nc2ccc(Cl)c(S(=O)(=O)N(C)C)c2)cc1	0.2	-1	0	-23	-1	-8	116	-2	9	-1.6
Cc1ccc(-c2n[nH]c(=S)n2/N=C\c2ccco2)cc1	-1.3	7	-3	-39	-2	-3	102	1	7	2.3
Cc1ccc(C(C(=O)NC2CCCC2)N(C(=O)c2csnn2)c2ccccc2)o1 (centres undefined)	-0.1	0	0	4	9	-18	x	-6	-3	1.3
O=C(CSc1nnc(Cc2ccccc2)o1)c1ccc2c(c1)OCO2	-1.5	8	-6	-4	2	7	x	0	-2	-0.6
O=C(/C=N/O)NCCCn1ccnc1	-1.2	7	x	0	-2	-6	93	-5	-3	1.3
Cc1oc2c(C)c3oc(=O)c(CCC(=O)N[C@@H](CC(C)C)C(=O)O)c(C)c3cc2c1C	-4.3	22	-5	38	-2	0	98	-1	9	-0.2
N#Cc1cn(-c2ccccc2)nc1-c1cc2ccccc2oc1=O	0.4	-2	7	6	-6	-4	85	-2	2	0.8
CCCCCCn1ccc(=N)cc1	0.5	-2	x	27	2	-4	102	-1	0	1.1
Cc1cc(C(=O)OCC(=O)Nc2ccccc2C#N)c(C)o1	-0.6	4	-1	-1	0	6	x	2	-6	30
COc1ccc(Cl)cc1C=CC=Nc1ccccc1O	7.6	-33	5	1	x	-1	96	2	-3	x
CCN(CC)C(=O)C(=O)c1cc(C)n(-c2ccc(F)cc2)c1C	-3.5	17	-4	2	-5	2	88	-2	-5	0.9
CC(Oc1ccc(Cl)cc1Cl)C(=O)NCCCCc1ccccc1 (centres undefined)	4.3	-23	-4	2	-3	0	111	3	-3	3.2
O=C(c1cc([N+](=O)[O-])cc([N+](=O)[O-])c1)N1CCN(C(=O)c2ccco2)CC1	2.7	-14	-1	-7	0	-2	108	2	-4	0.5
COc1cccc(CNS(=O)(=O)c2csc(C(N)=O)c2)c1	0.4	-2	-2	3	1	0	97	1	-1	-0.1
Cn1c(N/N=C/c2c[nH]c3ccccc23)nc2ccccc21	9.7	-48	13	6	-3	8	113	0	-2	-0.4
O=c1c2ccc(Cl)cc2[nH]c(=S)n1Cc1cccnc1	62*	-297	0	-2	1	-8	105	0	1	-0.4
Cc1cnc(NC(=O)CSc2nc3ccccc3s2)s1	-1.0	5	0	-11	-9	-2	103	-4	1	0.3
O=C(OCc1ccccc1)/C(=C/c1cccc2ccccc12)NC(=O)c1ccccc1	2.6	-18	-4	10	2	-3	100	-3	-2	0.7
C=CCn1c(SCC(=O)c2cccs2)nc2sc(CC)cc2c1=O	3.3	-17	0	-2	1	-6	76	-6	-6	-0.4
